hERG WT inh – blocks the wildtype human KCNH2 potassium channel; Q12809; U2OS, BacMam KCNH2, thallium flux FluxOr; hits give low values; activity change, % at 1.84 µM; 340,000 tested, 0.37% active; AID 720551;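 active = maximum activity change below -70%; inconclusive = maximum activity change between -70% and -50%; inactive = maximum activity change above -50%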; also: % is scaled to controls: 0 for no effect and ±100 for the full control effect
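U2OS cells transduced with wild-type KCNH2 virus are loaded with FluxOr dye for 45 min, and thallium flux is measured in kinetic reads before and after stimulation buffer. Rate constants are normalized to DMSO controls.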
ASM inhibitor – inhibitors of human secretory acid sphingomyelinase | P17405 | placental ASM, HMU-PC fluorogenic substrate, 60 min | Potency, µM (doses to about 57.5 µM), for the others: at the highest dose activity change, negative = inhibition, hits mostly inhibitors | 340,000 tested, 0.006% active | AID 504937; also: potency is read from the fitted curve at half-maximal effect
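qHTS format. ASM enzyme prepared from human placenta hydrolyses the fluorogenic substrate HMU-PC0 (9 uM final) over 60 min at 37 °C after a 10 min compound preincubation.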
TSHR antagonist – antagonists of human thyroid stimulating hormone receptor. P16473. TSHR-expressing cells, TSH-stimulated cAMP HTRF, 2 h; hits give low values. activity change, negative = inhibition, % at 11.5 µM. 330,000 tested, 0.2% active. AID 504810;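 active = activity change below a set negative limit, meaning inhibition stronger than a set level, cut at about -70% in these data; inconclusive = activity change between two set negative limits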; also: % is scaled to controls: 0 for no effect and ±100 for the full control effect
Target sequence (P16473 whole entry, looked up): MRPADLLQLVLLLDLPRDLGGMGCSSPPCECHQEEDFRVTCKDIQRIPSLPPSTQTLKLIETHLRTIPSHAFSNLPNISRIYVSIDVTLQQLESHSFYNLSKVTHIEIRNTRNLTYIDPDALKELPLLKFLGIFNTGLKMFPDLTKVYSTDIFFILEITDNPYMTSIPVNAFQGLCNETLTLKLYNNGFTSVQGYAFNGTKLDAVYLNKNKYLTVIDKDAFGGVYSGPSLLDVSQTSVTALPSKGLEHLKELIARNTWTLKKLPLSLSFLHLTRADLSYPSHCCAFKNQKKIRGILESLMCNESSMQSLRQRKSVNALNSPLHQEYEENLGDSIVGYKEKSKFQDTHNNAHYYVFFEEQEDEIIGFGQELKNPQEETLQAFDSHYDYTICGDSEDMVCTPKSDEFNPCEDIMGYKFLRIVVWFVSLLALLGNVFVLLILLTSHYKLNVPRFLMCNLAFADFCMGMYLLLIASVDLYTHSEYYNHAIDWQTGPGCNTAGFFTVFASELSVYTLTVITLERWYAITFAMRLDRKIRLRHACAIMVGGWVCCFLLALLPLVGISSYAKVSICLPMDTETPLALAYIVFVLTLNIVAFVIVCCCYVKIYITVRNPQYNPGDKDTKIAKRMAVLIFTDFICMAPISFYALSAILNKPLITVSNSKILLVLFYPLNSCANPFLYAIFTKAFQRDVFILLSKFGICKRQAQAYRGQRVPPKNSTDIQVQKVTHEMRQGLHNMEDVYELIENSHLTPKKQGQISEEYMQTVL
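Competitive HTRF cAMP read-out (cryptate anti-cAMP antibody, cAMP-d2; 30 min, room temperature) in freshly harvested TSHR cells. Compounds added before TSH at EC80 (4nM final), followed by 2 hours' incubation at 37 deg C.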
BCR signal inh – blocks chronic active B-cell receptor signaling; ABC-DLBCL IkBa-CBG/CBR reporter, luminescence ratio, 4 h; Potency, µM (top dose mostly 46.1 µM), inactives show at the top dose ratio change, negative = lower green/red ratio, hits mostly inhibitors; 340,000 tested, 0.05% active; active = well fitted inhibition curve with a large enough effect in the signal ratio, with a control signal flat, not every such curve was filed as active; inconclusive = small, poorly fitted or top-dose-only effect, or effect the other way, or a change in a side signal; the % refers to the signal ratio;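 also: potency is read from the fitted curve at half-maximal effect; plate controls were basal doxycycline-induced cells for no effect and cells given 10 µM MG132 for full effect; MG132 reads +100%, hits lower the ratio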
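Concentration-response series (up to 46 uM) were applied to TMD8 dual-reporter cells for 4 h at 37C with doxycycline. Green/red ratio, after filter-overlap correction, defined %Activity; red signal alone was normalised to basal cells and zero luminescence.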
Eya2 inh – Eya2 (human) phosphatase inhibition; 330,000 tested, 0.006% active; Potency, µM (highest dose often 76.9 µM), for inactives: at the highest dose activity, negative = inhibition, most hits filed as inhibitors; recombinant Eya2, OMFP fluorescence dephosphorylation (OMFP is methylfluorescein phosphate); O00167; also: potency is read from the fitted curve at half-maximal effect; % is scaled to controls: 0 for no effect and ±100 for the full control effect
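Eya2 protein (added as 0.2 uM solution) was preincubated with compound for 10 min at ambient temperature in 50 mM HEPES pH 7.5, 50 mM NaCl, 5 uM MgCl2, 0.05% BSA, 1 mM DTT. OMFP (added at 50 uM) then reacted 10 min; fluorescence read at 485/525 nm.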
GALK inh – inhibitors of human galactokinase; P51570; Purified GALK, Kinase-Glo residual ATP luminescence; Potency, µM (series often up to 57.5 µM), without a hit: top-dose activity change, negative = inhibition, hits mostly inhibitors; 270,000 tested, 0.007% active; AID 1868; also: potency is read from the fitted curve at half-maximal effect; % is scaled to controls: 0 for no effect and ±100 for the full control effect
Target sequence (P51570 whole entry, looked up): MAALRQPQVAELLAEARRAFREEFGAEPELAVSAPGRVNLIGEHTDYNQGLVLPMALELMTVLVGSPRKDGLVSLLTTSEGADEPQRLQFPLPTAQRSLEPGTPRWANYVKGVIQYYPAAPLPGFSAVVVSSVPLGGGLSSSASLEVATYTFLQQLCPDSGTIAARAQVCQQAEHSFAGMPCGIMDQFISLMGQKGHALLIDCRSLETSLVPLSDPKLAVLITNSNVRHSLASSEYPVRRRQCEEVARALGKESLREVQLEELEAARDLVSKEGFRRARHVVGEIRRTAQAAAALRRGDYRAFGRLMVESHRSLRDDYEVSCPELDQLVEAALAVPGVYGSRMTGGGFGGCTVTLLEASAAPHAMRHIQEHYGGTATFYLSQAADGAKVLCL
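GALK at 5 nM final was combined with compound, 35 uM ATP and 100 uM galactose in HEPES pH8.0 with MgCl2 and DTT. The reaction ran one hour at room temperature before luminescent ATP detection.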
PKM2 activator – increases activity of human pyruvate kinase M2 | P14618 | purified PKM2, Kinase-Glo ATP luminescence, activation; response scale: 0% is enzyme alone, no compound | Potency, µM (highest dose often 57.5 µM), inactives show at the top dose activation, hits mostly activators | 260,000 tested, 0.34% active | AID 1631; also: potency is read from the fitted curve at half-maximal effect; % is scaled to controls: 0 for no effect and ±100 for the full control effect; nearly all actives have a fitted effect of over 55% in size
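Purified hPK-M2 (>95% pure) converted ADP (0.1 mM final) to ATP with 0.5 mM PEP in 50 mM imidazole pH7.2, KCl, MgCl2, Tween 20, BSA; 1 h at room temperature. ATP detected by Kinase-Glo luminescence.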
Menin-MLL TR inh – displaces Texas Red mutant MLL peptide from human menin; 270,000 tested, 0.23% active; Potency, µM (doses to about 61.6 µM), without a hit: at the highest dose FP activity change, negative = inhibition, usual class: inhibitors; Menin + Texas Red MLL mutant peptide, fluorescence polarization; O00255; active = well fitted inhibition curve with a large enough effect in the polarisation, with a control signal flat, not every such curve was filed as active; inconclusive = small, poorly fitted or top-dose-only effect, or effect the other way, or a change in a side signal; inactive = no such curve, though single readings can be large or run the other way; the % refers to the polarisation; also: potency is read from the fitted curve at half-maximal effect; % of control where 0% means no effect; many of its hits are not listed in these tables
Mito fusion yeast – mitochondrial division inhibition or fusion activation. S. cerevisiae fusion-defective mutant growth rescue, CellTiterGlo 48 h. 320,000 tested, 0.23% active. AID 485298. Potency, µM (titrated, usually from 46.1 µM), for the others: at the top dose growth rescue (activation), hits mostly activators;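 also: potency is read from the fitted curve at half-maximal effect; % of control where 0% means no effect; nearly all actives have a fitted effect of over 45% in size; temperature-sensitive fusion mutants such as fzo1-1 at 37 °C on non-fermentable ethanol glycerol medium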
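Compounds are tested for their ability to restore growth of mitochondrial fusion-defective yeast strains at non-permissive 37C in YPEG medium over 48 hours. Viability is quantified by luciferase luminescence.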
MBNL1 CUG block – inhibitors of human MBNL1 binding to CUG repeat RNA. Potency, µM (top dose mostly 57.5 µM), without a hit: at the highest dose activity change, negative = inhibition, hits mostly inhibitors. AID 2675. 280,000 tested, 0.036% active. Q9NR56. TR-FRET MBNL1-His/biotin-(CUG)12 binding, 665/545 ratio; active = well fitted inhibition curve with a large enough effect in the signal ratio, with a control signal flat, not every such curve was filed as active; inconclusive = small, poorly fitted or top-dose-only effect, or effect the other way, or a change in a side signal; inactive = no such curve, though single readings can be large or run the other way; the % refers to the signal ratio; also: potency is read from the fitted curve at half-maximal effect; % is scaled to controls: 0 for no effect and ±100 for the full control effect
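MBNL1-His + Biotin-(CUG)12, cpd titration 92 nM–58 uM; Tb anti-His Ab 0.055 ng/ul, SA-XL665 5 nM (final); 60 min RT; ratiometric 665/545 nm, Ex 340 nm; normalized to buffer and full-complex controls.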
USP2a inh – blocks human ubiquitin-specific protease USP2a; O75604; USP2 core, Ub-CHOP2 coupled fluorogenic reporter, 485/531; Potency, µM (top dose mostly 38.3 µM), for inactives: top-dose activity change, negative = inhibition, usual class: inhibitors; 330,000 tested, 0.01% active; AID 463254;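 also: potency is read from the fitted curve at half-maximal effect; plate controls were DMSO wells for no effect and full inhibition by NEM control for full effect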
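USP2 core (10nM final) preincubated 30min RT with compound in 20mM Tris-HCl pH 8.0, 2mM CaCl2, 2mM beta-mercaptoethanol, 0.05% CHAPS; 25nM Ub-CHOP2 plus 25nM reporter substrate added, fluorescence (Ex485/Em531) read after 60min.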
Starred values were filed as active, the others as inactive; u = inconclusive; x = no result given; [ ] = remark or other dose. Unless noted, calls follow the shape of the dose curve; as a rule, active = well fitted curve in the direction sought with a large enough effect; inconclusive = small, poorly fitted or top-dose-only effect, or another doubt; inactive = no such curve, though single readings can be large; an effect the other way counts as inactive or inconclusive. An excerpt. The share of hits here may be higher or lower than overall.

SMILES | hERG WT inh | ASM inhibitor | TSHR antagonist | BCR signal inh | Eya2 inh | GALK inh | PKM2 activator | Menin-MLL TR inh | Mito fusion yeast | MBNL1 CUG block | USP2a inh
O=C(CNC(=O)c1ccco1)NCC(=O)OCc1c(F)cccc1Cl | 4.2 | -1.8% | -9.9 | 7.6% | -1.7% | -1.1% | 2.6% | -6.4% | -2.4% | 7.3% | 1.2%
Cc1ccc(NC(=O)CC(=O)Nc2ccc(C)c(C)c2)cc1C | -3.6 | 1.0% | 2.7 | 0.5% | -4.1% | -0.7% | -3.5% | 9.6% | 10.7% | 4.0% | 0.2%
CC(C)(C)OC(=O)NCC(=O)Oc1cc2oc(=O)cc(-c3ccccc3)c2cc1Cl | 14.9 | 47.4% | -17.6 | 10.8% | 15.4% | -0.8% | -1.4% | 6.4% | 23.5% | u | -0.9%
COC(=O)c1ccc(CNC(=O)COC(=O)/C=C/c2cc(OC)c(OC)c(OC)c2)cc1 | 6.5 | -1.1% | 5.5 | u | -2.5% | x | x | x | x | x | 2.0%
C/C(NCCCn1ccnc1)=C(\C#N)C(N)=O | -7.5 | 0.1% | -1.4 | 2.4% | -6.6% | 4.5% | 1.1% | 6.7% | -5.0% | 2.5% | 6.3%
CC(=O)NC(c1ccco1)c1cc(Cl)c2cccnc2c1O (configuration not stated) | x | x | -1.4 | -6.8% | -6.7% | x | x | x | 9.7% | x | 0.7%
Cc1ccc(N)c2c1OCCC2=O | -4.0 | 5.8% | -2.7 | -0.7% | -8.1% | 0.4% | 7.0% | 13.6% | -1.3% | x | -1.1%
COc1cccc(CNC(=O)c2c(C)nn(-c3ccccc3)c2C)c1 | -1.6 | -2.6% | 24.2 | -0.6% | -4.2% | 5.5% | 1.3% | 4.2% | -15.1% | -1.8% | -2.0%
CC(C)COCC1CC2(CC(C)C(=O)CC2=O)C(=O)O1 (configuration not stated) | -12.4 | 0.3% | -2.7 | 3.7% | 5.8% | 4.4% | 5.5% | 0.4% | -4.1% | -5.1% | 2.6%
Cc1cc(C)cc(CC2CC(=O)N(c3nc(C)cc(C)n3)C2=O)c1 (configuration not stated) | 10.6 | 4.8% | -0.7 | u | 0.7% | 0.5% | -1.7% | -11.0% | 6.7% | -4.5% | 0.8%
COc1ccc(/C=C/CN2CCC(n3nccc3NC(=O)C3CC3)CC2)cc1 | 9.9 | 1.8% | -11.8 | 3.5% | 7.6% | 1.4% | -4.4% | 1.7% | -6.3% | 0.7% | -1.6%
CN(CCCNS(=O)(=O)c1cccc2cccnc12)Cc1ccccc1 | 4.1 | 0.7% | 16.9 | 1.7% | 15.4% | 1.7% | -12.0% | u | -3.4% | -19.4% | 0.6%
Cn1c(SCC(=O)N2CCN(c3ccccc3)CC2)nnc1-c1ccco1 | -77.1* | 3.0% | 36.4 | 0.0% | 1.8% | 0.1% | -2.3% | 12.7% | -4.2% | -4.3% | 3.0%
CCOc1ccc(N(C(C)C(=O)NCc2ccco2)S(C)(=O)=O)cc1 (configuration not stated) | 19.3 | 2.8% | -0.8 | -19.6% | 7.9% | 0.6% | -0.3% | -2.5% | -1.7% | 5.5% | -0.5%
Cc1ccc(/C=C(\C#N)C(=O)Nc2ccccn2)o1 | -1.8 | 5.7% | -8.9 | u | 0.3% | 8.0% | -14.0% | 6.0% | 6.1% | u | 0.4%
O=C(NCCN1CCOCC1)c1cc(Sc2ccc(F)cc2F)nc2ccccc12 | -0.2 | 3.9% | -1.8 | x | -10.3% | -1.9% | -1.5% | -4.9% | 6.6% | 13.7% | -0.5%
COc1cccc(/C=C/C(=O)Nc2ccc3[nH]c(=O)[nH]c3c2)c1 | 1.7 | -1.0% | 12.5 | 0.3% | -7.0% | 0.2% | 2.2% | 2.2% | 17.0% | 16.3% | -3.6%
O=C(O)CN(c1ccc2c(c1)OCCO2)S(=O)(=O)c1ccccc1 | 1.7 | 4.6% | -7.6 | u | -0.3% | -0.8% | -1.1% | 0.8% | 0.6% | -5.7% | -0.5%
C/C(=N\NC(=O)c1ccc(NS(=O)(=O)c2cccs2)cc1)c1ccc(O)cc1O | -3.4 | 67.6%[activator] | -2.1 | u | 14.4% | -1.3% | -0.7% | x | 8.7% | x | 2.9%
COc1ccc(-c2c(C(F)(F)F)oc3c(CN4CCN(C)CC4)c(O)ccc3c2=O)cc1 | 4.0 | -1.7% | -3.5 | 13.4% | -15.1% | 3.3% | -8.4% | -0.8% | 1.7% | 4.4% | 3.3%
OCC1(CCOc2ccccc2)CCN(Cc2cccn2-c2ncccn2)CC1 | -16.4 | 0.1% | -0.6 | -29.4% | -12.7% | 8.4% | 22.0% | -10.5% | 4.2% | -6.5% | -0.2%
CC(NC(=O)c1c(F)cccc1Cl)c1ccc(-n2ccnc2)cc1 (configuration not stated) | -20.6 | 9.4% | 8.3 | 7.3% | 8.6% | 2.8% | -6.3% | x | -0.9% | -7.8% | -8.1%
CC(=O)c1c(C)[nH]c(C(=O)NC2=NCCS2)c1C | -11.7 | 4.9% | -3.8 | -13.8% | 6.3% | 0.5% | 1.2% | 14.3% | 1.1% | -1.4% | 5.0%
CCOC(=O)c1sc(NC(=O)Cn2nnc3sc4c(c3c2=O)CCC(C(C)(C)C)C4)nc1C (configuration not stated) | -3.5 | -6.2% | -7.9 | 0.9% | -9.7% | x | -6.1% | 12.6% | -2.2% | 17.8% | -15.1%
COc1ccc(OC)c(S(=O)(=O)NC2CCCCC2)c1 | 2.2 | -2.6% | 0.0 | 12.8% | 14.5% | 2.2% | 8.6% | 3.7% | 3.7% | -2.2% | 3.9%
Cc1cc(C)nc(NC(=NCCc2c[nH]c3ccccc23)NC(=O)C(C)(C)C)n1 | 8.7 | 3.1% | 1.2 | 0.7% | -17.4% | 0.5% | 3.6% | x | 0.9% | -1.6% | 1.2%
CN(C(=O)/C=C/c1ccc2c(c1)OCO2)c1ccccc1 | -12.7 | -0.3% | -7.9 | u | -10.2% | -3.5% | 6.7% | -10.4% | -0.1% | 11.8% | -2.3%
Cc1cc(C)c(S(=O)(=O)Nc2ccccc2C(=O)N2CCOCC2)c(C)c1 | -5.8 | 2.5% | -0.9 | -4.2% | 3.9% | -3.5% | -2.0% | x | -1.3% | -1.2% | 1.1%
Cc1ccc(C)c(S(=O)(=O)N2CCN(C(=O)Cn3[nH]c(=O)c4ccccc4c3=O)CC2)c1 | -1.9 | -2.1% | 7.9 | 9.2% | 0.3% | x | x | x | -5.7% | x | -0.3%
CC(C)(C)NC(=S)NCCc1ccccc1 | -3.5 | 2.2% | 10.4 | -12.5% | -0.8% | -2.6% | -15.8% | -5.5% | -5.5% | 8.6% | 0.1%
COc1ccc(S(=O)(=O)N2CC(=O)Nc3ccccc32)cc1C | -2.7 | 3.3% | -3.0 | 2.1% | -8.4% | -0.1% | 2.3% | 2.6% | 3.2% | 2.9% | 0.6%
O=C(CCCN=C1NS(=O)(=O)c2ccccc21)OCC(=O)c1ccccc1 | -0.5 | -1.3% | -9.2 | 11.8% | 7.9% | x | x | x | -1.3% | x | -1.0%
N#CC1=C2SCN(Cc3ccccc3)CN2C(=O)CC1c1ccc2c(c1)OCO2 (configuration not stated) | -4.8 | -0.2% | -2.6 | -2.6% | 4.6% | -1.7% | -11.3% | 2.5% | 4.0% | 17.7% | -0.1%
CCOC(=O)c1[nH]c(C)c(C(=O)OCC(=O)NCc2ccc(OC)c(OC)c2)c1C | 1.9 | -4.3% | 9.0 | 2.2% | -28.4% | x | x | x | -1.4% | x | 2.5%
N#Cc1c(NC(=O)c2ccncc2)sc2c1CCC2 | -10.7 | 4.3% | -1.3 | -1.8% | -24.7% | -4.3% | 7.5% | u | 7.8% | 5.7% | 0.9%
N#Cc1ccccc1Cn1c(=O)n(C2CCCC2)c(=O)c2ccccc21 | 5.5 | -0.8% | -3.9 | 9.6% | 14.9% | -0.1% | -3.3% | -1.5% | 18.0% | -9.6% | 2.4%
S=C1NC(c2ccccc2)=NCN1c1ccccc1 | -8.6 | 2.9% | -3.6 | u | 34.3% | 0.4% | -4.4% | 1.1% | 1.0% | -7.9% | 4.0%
Cc1nnc(NC(=O)c2cccc(F)c2)s1 | 5.7 | 2.2% | -6.7 | -20.0% | -2.7% | -1.0% | 5.2% | u | 3.9% | 1.1% | 1.2%
